HSF1 inh = HSF1 inhibitors in luciferase reporter cells, primary screen, cell-based, NIH3T3, luminescence; AID 2098, 2009; NIH3T3-HGL HSE-luciferase, MG132-induced, luminescence 8 h; stronger effect = lower value; activity change, negative = inhibition, % at 7.5 µM (by protocol); 300,000 tested, 0.77% active;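 active = more than half of replicate wells show activity change below -50%, luminescence cut by over half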;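 also: luciferase reports HSF-1 transcriptional activity via heat shock element; 0% = median of DMSO wells and -100% = zero luminescence signal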
HIF activator = HIF pathway transcriptional activators, primary screen, cell-based, U2OS HRE-luciferase, luminescence. U2OS HRE-luciferase reporter; normalized: DMSO 0%, desferrioxamine 100%. 300,000 tested, 0.32% active. AID 1910, 2009. activation, % at 7.5 µM (by protocol);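 active = mean activation of at least 10% of the iron chelator positive control signal, with at least half of replicates also reaching 10%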
GSK3B inh = human GSK3beta kinase inhibitors, primary screen, biochemical, cell-free homogeneous, HTS; Glycogen synthase kinase-3 beta (Homo sapiens), P49841; GST-GSK3beta kinase, ADP-Glo luminescence, 60 min; stronger effect = lower value; activity score (negative = inhibition), % at 10 µM; 300,000 tested, 0.038% active; AID 2097, 2009;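 active = more than half of replicate wells score below -50%, meaning over 50% inhibition versus plate controls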;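 also: 0% = median DMSO wells and -100% = median GW8510 positive control wells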
Target sequence (P49841 whole entry, looked up): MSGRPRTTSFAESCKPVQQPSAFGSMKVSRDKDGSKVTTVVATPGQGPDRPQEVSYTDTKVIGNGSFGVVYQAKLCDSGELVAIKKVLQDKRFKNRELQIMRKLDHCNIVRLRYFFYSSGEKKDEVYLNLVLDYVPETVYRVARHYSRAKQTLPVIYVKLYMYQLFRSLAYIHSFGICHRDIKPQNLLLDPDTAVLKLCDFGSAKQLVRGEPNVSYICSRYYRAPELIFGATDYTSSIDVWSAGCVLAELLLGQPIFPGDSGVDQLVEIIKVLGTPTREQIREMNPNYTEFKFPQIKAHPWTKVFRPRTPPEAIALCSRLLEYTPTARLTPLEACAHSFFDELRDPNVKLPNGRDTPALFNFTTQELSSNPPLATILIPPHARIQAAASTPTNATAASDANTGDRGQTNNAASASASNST
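Test system – GST-tagged human GSK3beta kinase, cell-free · Incubation – 60 min enzyme reaction, room temperature · Signal – ADP-Glo luminescence · Also added – peptide substrate and ATP at 25 µM · Controls – DMSO neutral wells and GW8510 at 20 µM as positive · Buffer or medium – Tris/MgCl2 kinase buffer · Measure – Luminescence-derived activity versus plate DMSO and GW8510 wells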
HSP90 inh = HSP90 inhibitors, primary screen, cell lysate, luminescence | Rabbit reticulocyte lysate, luciferase refolding luminescence, 3 h | inhibition, % at 5.6 µM | 290,000 tested, 0.91% active | AID 1789, 2009;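 active = inhibition above the screen-wide mean plus 3 SD, computed separately per campaign, cut at about 16% in these data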;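 also: 0% = DMSO wells and 100% = 60 µM geldanamycin wells; inhibitors lower the luminescence because luciferase stays unfolded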
HSF1 activator = HSF-1 activators, primary screen, NIH3T3-HGL cells, MG132 stress, luminescence, single point | NIH3T3-HGL HSF-1 luciferase reporter, 8 h; 100% = twice DMSO control signal | activation, % at 9 µM | 300,000 tested, 1.7% active | AID 504408, 2011;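 active = mean replicate activation of at least 50% with a set share of replicates each reaching 50%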;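 also: 0% = median of the neutral control wells and 100% = twice that signal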
KLF5 inh = KLF5 expression inhibitors, primary screen, DLD-1 cells, luminescence | DLD-1 KLF5 promoter-luciferase reporter | inhibition, % at 5 µM | 290,000 tested, 0.23% active | AID 1700, 2009;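 active = inhibition above a per-plate limit of that plate's mean compound inhibition plus 3 SD, cut at about 60% in these data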;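 also: 0% = DMSO wells and 100% = LY294002 at 200 µM; higher means less KLF5 promoter-driven luciferase light; inactives centre near -14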
aSyn 5UTR inh = MLPCN primary screen, SNCA 5' untranslated region; alpha-synuclein 5'UTR reporter, inhibitor activity; inhibition, % (tested at 7.5 µM); 300,000 tested, 0.82% active; AID 1813, 2009; in the data active = inhibition above about 60%;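 also: H4 neuroglioblastoma cells stably carrying SNCA 5'UTR luciferase fusion; 0% = DMSO wells and 100% = positive control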
GSK3A inh = blockers of GSK3A enzyme activity – biochemical, luminescence, cell-free homogeneous, HTS, primary screen; inhibition, % at 10 µM; AID 2650, 2010; 320,000 tested, 0.1% active; Glycogen synthase kinase-3 alpha (Homo sapiens), P49840; GSK-3 alpha kinase, ADP-Glo luminescence, 60 min;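 in the data active = inhibition above about 50%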;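 also: GST-tagged GSK-3 alpha with peptide substrate and 25 µM ATP; 0% = DMSO neutral wells and 100% = GW8510 positive control wells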
Target sequence (P49840 whole entry, looked up): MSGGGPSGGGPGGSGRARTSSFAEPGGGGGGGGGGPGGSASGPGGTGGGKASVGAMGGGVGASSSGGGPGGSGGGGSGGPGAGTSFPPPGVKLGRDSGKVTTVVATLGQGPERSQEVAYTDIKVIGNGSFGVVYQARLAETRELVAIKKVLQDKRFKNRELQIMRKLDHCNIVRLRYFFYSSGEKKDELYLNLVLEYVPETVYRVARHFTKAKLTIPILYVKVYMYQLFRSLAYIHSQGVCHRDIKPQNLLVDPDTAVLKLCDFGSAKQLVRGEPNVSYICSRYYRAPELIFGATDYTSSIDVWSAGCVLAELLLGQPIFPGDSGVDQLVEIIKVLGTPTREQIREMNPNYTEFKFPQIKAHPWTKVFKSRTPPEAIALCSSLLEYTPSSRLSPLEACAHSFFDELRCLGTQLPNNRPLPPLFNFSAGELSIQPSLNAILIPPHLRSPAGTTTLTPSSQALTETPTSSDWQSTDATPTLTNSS
AI-2 QS mod = Vibrio harveyi AI-2 quorum sensing modulators, primary screen, JMH597 strain, luminescence/OD600 ratio; Vibrio harveyi JMH597 AI-2 luminescence/OD600 ratio, 9 h; stronger effect = lower value; strain lacks LuxN and CqsS sensors; 0 = neutral-control median; activity change, % at 7.5 µM; 300,000 tested, 0.4% active; AID 2094, 2009; in the data active = activity change below about -75%, passing the limit was not always enough;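 also: luminescence divided by OD600 gain over 9 h not by final OD600 alone; inactives centre near 13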
IEC-6 cytotox = cytotoxicity in IEC-6 intestinal epithelial cells, primary screen, cytotoxicity control for KLF5 inhibitor project, cell-based, luminescence; IEC-6 cytotoxicity, luminescence viability; inhibition, % at 5 µM; 290,000 tested, 0.78% active; in the data active = inhibition above about 22%;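 also: 0% = plate median of test compound wells and 100% = cytotoxic reference compound wells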
The depositor's hits bear a star; / = not tested or not shown.

SMILES	HSF1 inh	HIF activator	GSK3B inh	HSP90 inh	HSF1 activator	KLF5 inh	aSyn 5UTR inh	GSK3A inh	AI-2 QS mod	IEC-6 cytotox
COC(=O)c1ccc(COC(=O)c2cc3ccccc3oc2=O)cc1	6	0.4	2	-2	4	-37	-7	0	-4	0
CC1CCN(S(=O)(=O)c2ccc(NC(=O)CNC3CCCCC3)cc2)CC1	-2	-6.3	-2	-1	0	-12	2	0	12	4
O=C(O)/C(=C\c1cccs1)c1ccccc1	-3	0.3	-1	-3	-5	-16	11	-3	8	0
O=C(Nc1cnn(Cc2ccc(Cl)cc2)c1)c1ccc([N+](=O)[O-])cc1	2	-0.7	-2	-3	-9	6	22	13	21	-3
Cc1nc2ccc(NC(=O)N3CCC(c4ccccc4)C3)cc2nc1C (stereo not drawn)	-10	-0.8	-5	-1	0	-9	-15	0	11	-3
O=C1C(C2=NC(C(=O)O)C3C(=O)N(c4ccc(Cl)cc4)C(=O)C23)=C(O)c2ccccc21 (stereo not drawn)	0	-0.2	-3	-3	6	-17	-8	0	18	1
Cc1cccc(C(=O)OCCN2CCOCC2)c1	-1	-25	0	7	-7	-35	-60	-1	-1	0
Cc1ccc2sc(NC(=O)CSc3nc(C)cc(C)c3C#N)nc2c1	-20	1.4	-1	2	-44	-44	-3	-5	21	5
Cc1cccc(OCC(=O)N=Nc2c(O)[nH]c3ccc([N+](=O)[O-])cc23)c1	-6	-0.1	-4	5	-13	6	2	/	32	1
Cc1ccc(C(=O)c2ccc(C)cc2)cc1	2	1.4	1	0	2	-13	-33	/	23	-8
C=CCNC(=S)NNC(=O)c1cccn(Cc2cccc(Cl)c2)c1=O	11	-1.0	3	4	19	-12	7	1	2	5
CN(CC(=O)Nc1ccc(Cl)c(C(F)(F)F)c1)C(=O)Cc1n[nH]c(=O)c2ccccc12	-3	-1.1	1	/	-2	/	-8	-1	14	/

An excerpt of these results, with two lines to a compound:
Value order: HSF1 inh	HIF activator	GSK3B inh	HSP90 inh	HSF1 activator	KLF5 inh	aSyn 5UTR inh	GSK3A inh	AI-2 QS mod	IEC-6 cytotox
- Cc1cccc(OCC(=O)N=Nc2c(O)[nH]c3ccc([N+](=O)[O-])cc23)c1
  -6	-0.1	-4	5	-13	6	2	/	32	1
- CN(CC(=O)Nc1ccc(Cl)c(C(F)(F)F)c1)C(=O)Cc1n[nH]c(=O)c2ccccc12
  -3	-1.1	1	/	-2	/	-8	-1	14	/

(more compounds)
SMILES	HSF1 inh	HIF activator	GSK3B inh	HSP90 inh	HSF1 activator	KLF5 inh	aSyn 5UTR inh	GSK3A inh	AI-2 QS mod	IEC-6 cytotox
CC(NC(=O)c1cc2c(s1)CCCC2)C(C)(C)C (stereo not drawn)	/	/	/	3	/	-26	/	-3	/	4
Cc1c(C(=O)Nc2nc3ccccc3[nH]2)oc2c(Cl)cccc12	14	1.0	3	-5	19	30	-136	/	15	4
COc1ccc(CNC(=O)[C@H](C)NC(=O)C2CCN(C(=O)[C@H](CCSC)NC(=O)OC(C)(C)C)CC2)cc1	-19	0.0	4	-4	-33	-35	19	1	8	0
Cc1nc2c(C#N)cnn2c2c1CCNN2C	-4	-0.8	0	3	-7	-6	4	2	12	-1
O=C(CSc1n[nH]c(-c2ccccc2)n1)Nc1ncccn1	5	0.1	3	1	13	-13	-34	/	29	-5
Cc1cc(S(=O)(=O)NC2CCCCC2)ccc1OCC(=O)NCc1ccccn1	-8	-0.1	5	-1	8	-13	15	-3	35	-1
O=C(NCCc1c[nH]c2ccccc12)C(=O)NCC1OCCN1S(=O)(=O)c1ccccc1 (stereo not drawn)	2	-0.1	0	3	15	-13	-19	-1	16	-9
COc1ccc(CN(C(=O)c2ccc3c(c2)OCCO3)C(C(=O)NC2CCCCC2)c2ccc3ncccc3c2)cc1 (stereo not drawn)	-6	/	0	1	-2	-25	2	0	24	0
O=C(CCCCCn1c(=S)[nH]c2cc3c(cc2c1=O)OCO3)N1CCN(c2ccc(F)cc2)CC1	1	0.2	2	7	-5	-7	-5	0	21	3
COc1ccc(S(=O)(=O)N2CCC(C(=O)NCC3CCCO3)CC2)cc1Cl (stereo not drawn)	2	-1.9	-1	0	2	-7	14	0	14	5
Cc1ccc(CSCCNS(=O)(=O)c2ccc([N+](=O)[O-])cc2)cc1	-2	-0.5	1	4	-4	5	20	-1	13	4
CN1CCC(N(C)CC(O)c2ccccc2)CC1 (stereo not drawn)	-6	-0.1	2	-3	-1	-32	-2	0	20	-4
O=c1[nH][nH]c(-c2ccccc2)c1C=Nc1ccc(F)cc1F	3	-0.1	-1	2	15	-8	9	8	-5	-3
Cc1ccc(C(=O)n2nnc3ccccc32)cc1	-10	0.6	0	-2	-23	-42	8	-1	6	-2
CCC(C)NC(=O)CN1C(=O)NC2NC(=O)NC21 (stereo not drawn)	-7	0.2	0	-2	7	-19	10	0	2	-5
O=S(=O)(Cc1ccccc1)N1CCn2c(nc3ccccc32)C1	14	0.0	2	-4	-4	-23	-26	-2	-2	-1
CC1CC(C)CN(CCCSc2ccccc2)C1 (stereo not drawn)	-9	0.6	-1	6	-4	-5	-16	0	18	10
COc1cccc(Nc2ccc(-n3ccnc3)nn2)c1	-3	0.6	1	-3	4	-58	1	0	-3	0
O=C(CSc1nnc2ncccn12)Nc1cccc2ccccc12	1	-0.2	-4	-2	12	-1	20	-1	7	-1
Cc1nc(N2CCC(C)CC2)c2c(C)c(C(=O)O)sc2n1	13	0.9	-3	-6	20	-14	20	11	5	-9
CC(C)CC(c1nnnn1C1CCCC1)N1CCN(C(=O)c2ccco2)CC1 (stereo not drawn)	0	-0.6	-4	-2	2	-2	7	0	24	-3
CCOc1cc(/C=C2/C(=O)NN(c3cccc(Cl)c3)C2=O)ccc1O	-5	0.0	5	0	5	-26	0	0	14	3
c1ccc(OCc2nnc3sc(-c4cccs4)nn23)cc1	-9	0.6	0	5	-9	-16	13	-4	43	0
N#CCc1ccc(NC(=O)c2ccc(S(=O)(=O)N3CCCC3)cc2)cc1	-2	0.0	-2	-3	3	-9	-1	0	6	3
Cc1ccc(OCC(=O)Oc2c(C)cccc2C)cc1	-3	0.1	-1	-4	0	-31	-23	4	17	1
O=C(O)CSc1nnc(Cc2ccccc2)n1-c1ccccc1	-5	-0.8	3	4	12	28	-1	-6	14	3
Cc1ccc(NC(=O)CCn2c(=S)oc3ccccc32)cc1F	7	0.2	-1	-1	17	5	8	0	10	5
COCCNC(=O)c1ccc(Cn2c(SCC(=O)NCC3CCCO3)nc3ccc(Br)cc3c2=O)cc1 (stereo not drawn)	5	-0.4	-2	-3	14	-6	-8	-3	11	4
COc1ccc(CCNC(=O)c2ccccc2NS(=O)(=O)c2c(F)cccc2F)cc1	-8	-0.2	6	2	0	-51	-8	-3	46	2
CC(=O)N1c2ccc(S(=O)(=O)N3CCCC(C(=O)N4CCCC(C)C4)C3)cc2CC1C (stereo not drawn)	-3	0.1	1	-1	11	1	-11	-1	21	7
COCCCNC(=O)CN1C(=O)CSc2ccc(S(=O)(=O)N3CCOCC3)cc21	4	-0.3	1	-4	1	2	-3	0	6	-2
CCOC(=O)/C=C1\SCC(=O)N1CC(=O)N1CCOCC1	-7	-0.4	-3	-2	-1	4	-19	-1	9	-6
CC(=O)Nc1ccc(S(=O)(=O)Nc2cccn(Cc3ccc(C)cc3)c2=O)cc1	3	-0.1	-2	-2	4	-4	-20	1	12	-1
O=C(C(NS(=O)(=O)c1cccs1)c1ccccc1)N1CCN(c2ccccc2F)CC1 (stereo not drawn)	-5	-0.3	0	2	16	-47	-1	-2	44	-3
CC(C)C(=O)Nc1ccc(NC(=S)NC(=O)c2ccccc2F)cc1	11	0.9	1	-3	23	-39	-30	-1	32	2
COCC1CCN(C(=O)c2ccc(OC)c(OC3CCN(C(C)C)CC3)c2)CC1	9	1.0	1	-3	36	-40	-15	/	1	6

Another view of part of the listing above.
CCOC(=O)/C=C1\SCC(=O)N1CC(=O)N1CCOCC1
  HSF1 inh: -7	HIF activator: -0.4	GSK3B inh: -3	HSP90 inh: -2	HSF1 activator: -1	KLF5 inh: 4	aSyn 5UTR inh: -19	GSK3A inh: -1	AI-2 QS mod: 9	IEC-6 cytotox: -6
CC(=O)N1c2ccc(S(=O)(=O)N3CCCC(C(=O)N4CCCC(C)C4)C3)cc2CC1C (stereo not drawn)
  HSF1 inh: -3	HIF activator: 0.1	GSK3B inh: 1	HSP90 inh: -1	HSF1 activator: 11	KLF5 inh: 1	aSyn 5UTR inh: -11	GSK3A inh: -1	AI-2 QS mod: 21	IEC-6 cytotox: 7
COCCCNC(=O)CN1C(=O)CSc2ccc(S(=O)(=O)N3CCOCC3)cc21
  HSF1 inh: 4	HIF activator: -0.3	GSK3B inh: 1	HSP90 inh: -4	HSF1 activator: 1	KLF5 inh: 2	aSyn 5UTR inh: -3	GSK3A inh: 0	AI-2 QS mod: 6	IEC-6 cytotox: -2
O=C(O)CSc1nnc(Cc2ccccc2)n1-c1ccccc1
  HSF1 inh: -5	HIF activator: -0.8	GSK3B inh: 3	HSP90 inh: 4	HSF1 activator: 12	KLF5 inh: 28	aSyn 5UTR inh: -1	GSK3A inh: -6	AI-2 QS mod: 14	IEC-6 cytotox: 3

(further entries)
SMILES	HSF1 inh	HIF activator	GSK3B inh	HSP90 inh	HSF1 activator	KLF5 inh	aSyn 5UTR inh	GSK3A inh	AI-2 QS mod	IEC-6 cytotox
COC(=O)C1(C)NC(c2ccc(O)cc2)C2C(=O)N(c3ccc(F)cc3)C(=O)C21 (stereo not drawn)	-5	-2.2	-1	1	2	-18	3	1	13	-8
Cc1ccnc(NC(=O)c2ccc3c(c2)OCO3)c1	-12	-4.3	-5	13	-5	-61	37	6	38	7
COC(=O)c1cc(OC)c(OC)cc1NC(=O)C1CCCO1 (stereo not drawn)	-4	-0.6	-9	-2	-8	-15	35	/	16	-9
O=C(OCC(=O)N(C1CCCCC1)C1CCCCC1)c1ccncc1	4	1.1	10	0	-17	-2	2	-1	29	-1
O=C(O)c1cccc(CSc2ncn[nH]2)c1	2	-0.2	0	-2	-4	-22	7	2	42	-1

Compound activity (PubChem)
